MT1-MMP act inh – blockers of MT1-MMP proenzyme processing, primary screen, HT1080 RFP-PRO-GFP cells, GFP/RFP fluorescence; Matrix metalloproteinase-14 (Homo sapiens), P50281; GFP/RFP ratio fluorescence, overnight; percent of plate control window, DMSO zero; GFP/RFP ratio change, % at 20 µM; 360,000 compounds, 0.061% hits;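 active = GFP/RFP ratio change of at least 30% with cell ATP level not reduced by more than half and red fluorescence within 50% of control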; note: strong numbers were not always called active
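system = RFP-PRO-GFP reporter HT1080 cells | dosing = 20 µM single dose, 1% DMSO | timing = overnight cell settling, then overnight compound exposure, 37 °C, 5% CO2 | read-out basis = GFP/RFP fluorescence ratio | controls = DMSO and RFP-L50D-GFP cell wells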
SKN-1 block – suppressors of acrylamide-induced Pgst-4::GFP reporter in worms, primary screen, SKN-1 inhibitor project, whole organism, uHTS, GFP/RFP fluorescence ratio, strain VP596; 360,000 compounds, 0.49% hits; C. elegans VP596 Pgst-4::GFP/RFP ratio, 24 h; inhibition, % at 21.8 µM;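 active = interference check ratio from 0.5 to 1.5 plus GFP to RFP signal ratio inhibition reaching or exceeding a fixed threshold, cut at about 30% in these data, passing the limit was not always enough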; note: some compounds called inactive have numbers as strong as hits
Rpn11 block – Rpn11 (PSMD14) deubiquitinase inhibitors, primary screen, biochemical, fluorescence polarization, uHTS | 26S proteasome non-ATPase regulatory subunit 14 (Homo sapiens), O00487 | human 26S proteasome, Ub4-pepOG fluorescence polarization; 20S core pre-blocked with epoxomicin | calls only at 20 µM | 360,000 compounds, 0.59% hits | AID 588493, 2011;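 active = inhibition at 20 µM, scaled to each plate's controls, above about 33%, limit read from the data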
NadD block – inhibitors of S. aureus NadD, primary screen, biochemical, colorimetric, uHTS | purified NadD enzyme, colorimetric absorbance read-out | AID 602399, 2012 | 360,000 compounds, 0.78% hits | inhibition, % at 20 µM | Nicotinate-nucleotide adenylyltransferase NadD (Staphylococcus aureus N315); in the data active = inhibition above about 26%; note: some compounds past the cut are filed as inactive
FAS-TE inh – FAS thioesterase domain inhibitors, primary screen, biochemical, fluorescence intensity, uHTS. recombinant FAS-TE, OMFH fluorogenic substrate, fluorescence endpoint. inhibition, % at 15 µM. 360,000 compounds, 0.67% hits. AID 602261, 2012;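 active = compounds whose normalised, plate-corrected inhibition of enzyme fluorescence in the single-dose primary screen is 50% or more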;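 note: 0% = DMSO with enzyme and 100% = substrate without enzyme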
Target sequence (P49327 whole entry, looked up, the tested form may be a part): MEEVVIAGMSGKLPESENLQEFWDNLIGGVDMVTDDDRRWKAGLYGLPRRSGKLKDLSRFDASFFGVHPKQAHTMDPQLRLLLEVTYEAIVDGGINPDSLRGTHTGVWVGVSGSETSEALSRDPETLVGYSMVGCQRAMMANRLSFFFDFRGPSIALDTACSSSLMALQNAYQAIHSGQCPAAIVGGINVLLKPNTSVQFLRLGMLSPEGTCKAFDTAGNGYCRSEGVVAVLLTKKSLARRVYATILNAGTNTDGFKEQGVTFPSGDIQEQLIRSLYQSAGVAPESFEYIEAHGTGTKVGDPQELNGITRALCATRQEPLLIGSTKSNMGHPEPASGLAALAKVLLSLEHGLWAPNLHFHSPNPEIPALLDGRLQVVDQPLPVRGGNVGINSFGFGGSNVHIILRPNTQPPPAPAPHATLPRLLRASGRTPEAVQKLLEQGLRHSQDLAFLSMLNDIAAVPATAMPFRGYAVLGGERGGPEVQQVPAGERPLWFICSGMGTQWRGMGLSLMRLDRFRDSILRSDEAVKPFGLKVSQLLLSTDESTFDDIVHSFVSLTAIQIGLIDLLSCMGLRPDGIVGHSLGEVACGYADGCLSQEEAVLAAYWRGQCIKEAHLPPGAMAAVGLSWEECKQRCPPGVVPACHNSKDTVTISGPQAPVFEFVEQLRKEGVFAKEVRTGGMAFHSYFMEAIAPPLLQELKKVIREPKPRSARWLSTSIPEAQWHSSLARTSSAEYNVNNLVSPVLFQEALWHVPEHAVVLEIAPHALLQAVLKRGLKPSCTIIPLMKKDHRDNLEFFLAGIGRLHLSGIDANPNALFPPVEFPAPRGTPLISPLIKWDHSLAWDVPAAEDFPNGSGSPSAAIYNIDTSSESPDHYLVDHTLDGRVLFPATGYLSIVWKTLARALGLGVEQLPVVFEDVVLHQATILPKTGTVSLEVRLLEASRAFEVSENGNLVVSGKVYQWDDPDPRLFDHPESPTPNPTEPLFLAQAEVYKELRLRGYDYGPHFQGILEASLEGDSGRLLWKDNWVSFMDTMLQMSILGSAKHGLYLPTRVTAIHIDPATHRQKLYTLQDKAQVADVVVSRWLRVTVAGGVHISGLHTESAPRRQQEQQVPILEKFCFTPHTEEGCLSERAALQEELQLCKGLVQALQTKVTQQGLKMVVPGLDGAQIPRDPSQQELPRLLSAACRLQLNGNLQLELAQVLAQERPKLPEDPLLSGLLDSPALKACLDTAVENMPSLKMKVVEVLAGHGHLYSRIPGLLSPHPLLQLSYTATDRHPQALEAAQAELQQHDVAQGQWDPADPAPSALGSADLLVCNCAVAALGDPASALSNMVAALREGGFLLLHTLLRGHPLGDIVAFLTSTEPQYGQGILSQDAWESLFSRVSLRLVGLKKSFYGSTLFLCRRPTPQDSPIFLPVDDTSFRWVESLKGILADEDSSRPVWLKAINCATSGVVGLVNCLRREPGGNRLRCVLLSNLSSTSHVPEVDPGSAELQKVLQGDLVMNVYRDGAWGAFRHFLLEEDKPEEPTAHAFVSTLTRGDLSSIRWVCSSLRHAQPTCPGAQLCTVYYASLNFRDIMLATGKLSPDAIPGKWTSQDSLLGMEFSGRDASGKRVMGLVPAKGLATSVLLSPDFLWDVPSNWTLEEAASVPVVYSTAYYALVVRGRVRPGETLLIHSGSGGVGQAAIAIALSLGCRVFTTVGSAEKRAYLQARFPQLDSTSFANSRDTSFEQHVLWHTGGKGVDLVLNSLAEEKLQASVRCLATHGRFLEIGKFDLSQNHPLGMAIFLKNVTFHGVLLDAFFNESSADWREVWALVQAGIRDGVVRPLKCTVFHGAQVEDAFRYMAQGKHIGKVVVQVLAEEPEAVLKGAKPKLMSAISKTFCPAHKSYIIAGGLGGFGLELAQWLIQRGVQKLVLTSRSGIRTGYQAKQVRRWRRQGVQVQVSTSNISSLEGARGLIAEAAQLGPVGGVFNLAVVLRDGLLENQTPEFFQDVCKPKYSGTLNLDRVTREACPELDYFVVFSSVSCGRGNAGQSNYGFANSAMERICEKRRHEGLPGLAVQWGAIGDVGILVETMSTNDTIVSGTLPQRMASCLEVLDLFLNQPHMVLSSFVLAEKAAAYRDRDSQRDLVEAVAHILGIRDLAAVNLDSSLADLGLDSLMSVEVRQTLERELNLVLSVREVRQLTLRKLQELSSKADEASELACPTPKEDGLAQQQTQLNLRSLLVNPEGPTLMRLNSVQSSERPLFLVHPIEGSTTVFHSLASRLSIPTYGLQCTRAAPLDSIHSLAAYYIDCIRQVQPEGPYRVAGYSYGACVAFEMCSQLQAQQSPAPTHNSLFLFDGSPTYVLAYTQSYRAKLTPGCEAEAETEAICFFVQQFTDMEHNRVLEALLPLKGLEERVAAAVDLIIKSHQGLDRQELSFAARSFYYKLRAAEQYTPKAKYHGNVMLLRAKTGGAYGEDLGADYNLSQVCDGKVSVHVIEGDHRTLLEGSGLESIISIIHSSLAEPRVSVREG
Rin1-Abl PPI inh – inhibitors of Rin1-Abl protein binding, primary screen, biochemical, TR-FRET | inhibition, % at 7.35 µM | 360,000 compounds, 0.4% hits | AID 588664, 2011; in the data active = inhibition above about 5%, passing the limit was not always enough
Neddyl block – inhibitors of cullin neddylation, primary screen, biochemical, TR-FRET, uHTS, NAE and Ubc12. calls only at 25 µM. 360,000 compounds, 0.58% hits. AID 651699, 2012; in the data active = inhibition above about 36%
CSN deneddyl inh – inhibitors of CSN-mediated cullin deneddylation, primary screen, biochemical, fluorescence polarization, uHTS; COP9 signalosome complex subunit 5 (Homo sapiens), Q92905; Purified CSN, SCF-Nedd8-OG deneddylation; inhibition, % at 12.5 µM; 360,000 compounds, 0.38% hits;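 active = pattern-corrected inhibition above about 35%, with an unprinted fluorescence ratio check between 0.5 and 1.5, limit read from the data, passing the limit was not always enough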;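 note: 0% = enzyme with substrate and 100% = substrate without enzyme; some results filed as inactive read as strong as hits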
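Material: human Csn5 produced in HEK293T cells; Input: enzyme 0.24 nM; Reagent: SCFSkp2-Nedd8OG substrate at 10 nM final; Dosing: 12.5 µM compound; Incubation: 90 min reaction at room temperature; Detection: fluorescence polarization of the substrate; Evaluation: % inhibition of substrate cleavage by Csn5; Control set: substrate-only high control, full reaction low control.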
MLLE-PAM2 inh – inhibitors of PABP1 MLLE–PAM2 peptide binding, primary screen, biochemical, fluorescence polarization, FITC-PAM2, GST-MLLE. Polyadenylate-binding protein 1 (Homo sapiens), P11940. AID 588489, 2011. 360,000 compounds, 0.36% hits. inhibition, % at 20 µM; in the data active = inhibition above about 35%, passing the limit was not always enough;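 note: plate controls were DMSO wells with GST-MLLE for no effect and wells lacking GST-MLLE protein for full effect; some results filed as inactive read as strong as hits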
Numbers without * were called inactive; i = inactive; / = no result given; & = joins results of further samples.

SMILES | MT1-MMP act inh | SKN-1 block | Rpn11 block | NadD block | FAS-TE inh | Rin1-Abl PPI inh | Neddyl block | CSN deneddyl inh | MLLE-PAM2 inh
CCOc1ccc(OC(=O)c2cccc(S(=O)(=O)N3CCN(C)CC3)c2)cc1 | 6 | 0 | i | 1 | -4 | 2 | i | 0 | -92
O=C(CN1CCCCC1)N/N=C/c1ccc(Cl)cc1Cl | -3 | -5 | i | 1 | 0 | -2 | i | 2 | -7
O=C(NCc1ccc2c(c1)OCO2)c1cc(=O)[nH]c2ccccc12 | -2 | -8 | i | -3 | -5 | -4 | i | 0 | -6
CCc1ccc(NC(=O)CCC(=O)N2CCSc3ccccc32)cc1 | 4 | 3 | i | -2 | 17 | 1 | i | -9 | 7
CC(=O)NC(c1ccccc1)c1nc(-c2cccc(C(F)(F)F)c2)cs1 (stereo not drawn) | 1 | 6 | i | -3 | 15 | -3 | i | -6 | 3
COc1ccc2c(c1)C1CC(C)(NC(=O)C1C(=O)c1ccccc1)O2 (stereo not drawn) | -6 | 9 | i | -3 | 2 | 0 | i | -1 | 6
Cc1onc(-c2c(F)cccc2Cl)c1C(=O)Nc1nccs1 | -1 | 5 | i | -3 | -6 | 2 | i | -3 | -22
Cc1ccc(NC(=O)C2CCN(S(=O)(=O)c3ccc4c(c3)NC(=O)C(C)S4)CC2)c(Cl)c1 (stereo not drawn) | -16 | 6 | / | 5 | 6 | -2 | i | 9 | -37
CCCCc1c(C)nc(Nc2ccc(OC)cc2)[nH]c1=O | 4 | 4 | i | -5 | -8 | 2 | i | -16 | 8
COC(=O)C1=C(C)N(C)C(=S)NC1c1cc(OC)ccc1OC (stereo not drawn) | -4 | 10 | i | 1 | -2 | 2 | i | 1 | 1
CC1(C)Cc2cccc(Oc3ccc(S(=O)(=O)N4CCCCC4)cn3)c2O1 | -6 | -5 | i | -5 | 14 | 2 | i | 4 | -2
O=C(OCCN1CCOCC1)c1ccc(OCCN2CCOCC2)cc1 | 6 | -2 | i | -7 | -4 | 1 | i | 3 | 4
Fc1ccc(-c2nc3c(Cl)cc(C(F)(F)F)cn3c2Cc2cccc(F)c2)cc1 | 0 | 2 | i | 3 | 0 | 4 | i | 3 | -1
Cc1ccc(-c2cc(C(=O)N/N=C\c3cnn(C)c3C)c3ccccc3n2)cc1C | 1 | -3 | i | -9 | 6 | -2 | i | -1 | -8
COc1ccc(C(=O)/C(C#N)=N/Nc2ccccc2[N+](=O)[O-])cc1 | 1 | 5 | i | -2 | -1 | 1 | i | -11 | 0
COc1ccc(-n2nc3c(c2NC(=O)COc2cccc(OC)c2)CS(=O)(=O)C3)cc1 | -1 | -13 | i | 1 | -2 | 3 | i | 4 | 1
Cc1cccc(-c2noc(C3CCCCC3)n2)c1 | 9 | -19 | i | -1 | 10 | -4 | i | -5 | -6
CC1CCCN(CCCNC(=O)c2cc3c(s2)-c2ccccc2OC3)C1 (stereo not drawn) | 0 | -4 | i | -7 | -4 | -5 | i | 3 | 0
c1csc(C2CCCN2c2nc3nonc3nc2NC2CC2)n1 (stereo not drawn) | -1 | 6 | i | 2 | -1 | 6 | i | -11 | -49
COc1ccc(C)cc1NC(=O)CCN1CCN(c2ccccc2)CC1 | -3 | 12 | i | -11 | 0 | 2 | i | 2 | -4
Cc1csc2nc(CNC(=O)C3CCCCC3)cn12 | 2 | -3 | i | 1 | -6 | 1 | i | -2 | -1
COc1ccc(OC)c(NC(=O)c2ccc(N3C(=O)C4CC=C(C)CC4C3=O)cc2)c1 (stereo not drawn) | -1 | -53 | i | -6 | 3 | -1 | i | 1 | -6
CCn1c(-c2nn(-c3ccccc3)ccc2=O)n[nH]c1=S | 3 | -6 | i | -5 | -7 | -1 | i | 2 | -19
CC(=O)O[C@H]1[C@H](O)[C@H](Oc2c(O)c(C)c3c4c2[C@@H](C)CC[C@@H]4[C@@H](C)C[C@H]3C=C(C)C)O[C@@H](C)[C@H]1O | 2 | -11 | i | -6 | 22 | -3 | i | 3 | 2
COc1cc(NS(=O)(=O)c2cc(C(=O)N3CCN(C(C)=O)CC3)ccc2OC)cc(OC)c1 | 2 | -3 | i | -4 | -6 | 1 | i | 6 | 5
C=CCC[C@@H](Cc1ccc(F)cc1)C(=O)OC[C@@H](Cc1c[nH]c2ccccc12)NC(=O)[C@H](CC=C)CC(=O)N[C@H](CO)Cc1ccccc1 | -2 | 7 | i | -2 | 2 | 3 | i | -3 | -14
Cc1cccc(-c2nnc(N)s2)c1 | -2 | -4 | i | 0 | -2 | -1 | i | -4 | -13
CCN(CC)c1ccc(NC(=O)COc2ccc(-n3cnnn3)cc2)cc1 | -1 | -4 | i | -2 | -5 | 6 | i | 0 | -1
COc1ccccc1NC(=O)c1ccc(S(=O)(=O)N(C)C)cc1 | -1 | 2 | i | 1 | 1 | -1 | i | -1 | -10
CCC(C)(C)NC(=O)CN(C(=O)CCC(=O)Nc1nccs1)c1ccc2c(c1)OCO2 | 3 | -10 | i | 1 | -2 | 2 | i | -1 | 6
CC(=O)NCCN=C(C)c1sc2ccccc2c1O | 4 | 12 | i | 2 | -12 | -2 | i | 0 | 35*
CC(=O)N1c2ccccc2C(C)=CC1(C)C | -1 | 1 | i | -1 | 3 | 1 | i | 2 | -13
CC1CCCC(C)N1C(=O)Cn1nnc(-c2ccccc2)n1 (stereo not drawn) | -3 | -10 | i | -8 | -4 | 1 | i | -1 | 10
CC#CCOCC1CN(C)C(=O)O1 (stereo not drawn) | -1 | 7 | i | -2 | -6 | -3 | i | 2 | 13
CC1CCC2(CC1)NC(=O)N(NC(=O)c1cccs1)C2=O (stereo not drawn) | 0 | -4 | i | -2 | -4 | 4 | i | -4 | 3
CCn1c(SCc2ccc(C#N)cc2)nnc1-c1cccc(Cl)c1 | 5 | 5 | i | 1 | 11 | 2 | i | -1 | -58
COC(=O)CSc1nnc(CNc2ccc(Cl)cc2)n1-c1ccccc1 | 0 | 22 | i | -3 | 1 | -1 | i | 5 | -67
CCn1c2ccccc2c2nnc(SCC(=O)NC3CCS(=O)(=O)C3)nc21 (stereo not drawn) | 1 | -8 | i | 2 | -16 | 0 | i | -6 | -1
CCCn1c(CN2CCN(c3cccc(Cl)c3)CC2)nc2c1c(=O)n(C)c(=O)n2C | -4 | 5 | i | 2 | 34 | -3 | i | -5 | 12
COc1cc(/C=C/c2onc(C)c2[N+](=O)[O-])cc(OC)c1OC | -5 | 13 | i | -4 | -1 | 2 | i | 1 | 5
Nc1nc(NCCOCCO)nc(Nc2cccc(F)c2)c1[N+](=O)[O-] | -3 | -2 | i | -6 | -2 | -1 | i | 0 | -9
CCc1cc2c(=O)c(-c3cnn(-c4ccccc4)c3)c(C)oc2cc1OCC(=O)Nc1cccc(C)c1 | 3 | -8 | i | 19 | -10 | 0 | i | 0 | -18
CCCNC(=O)c1ccccc1NC(=O)c1ccccc1N(C)S(=O)(=O)c1ccccc1 | 1 | 7 | i | -4 | 2 | -2 | i | -2 | -8
COc1ccccc1Nc1nc(N2CCOCC2)nc(N2CCOCC2)n1 | -7&-7 | 16&23 | i | -1&0 | 0&0 | 1&0 | i | -3&3 | -9&1
O=C(CSc1nc2ccccc2c(=O)[nH]1)N1CCN(c2ccccc2)CC1 | -1 | 0 | i | 6 | -1 | 2 | i | 0 | -14
O=C(CCCn1c(=O)oc2ccccc21)N1CCN(c2ccccn2)CC1 | 2 | 22 | i | 2 | 0 | 3 | i | 6 | 10
COc1ccccc1/C=C/C(=O)OCC(=O)NC1CC1 | -1 | 15 | i | -6 | -7 | 0 | i | -2 | -5
CCOC(=O)c1c(C)nc(SCC(N)=O)c(C#N)c1-c1ccccc1 | 11 | -6 | i | -3 | -1 | 0 | i | -9 | 2
O=C(c1ccccc1)C1CC=CCC1C(=O)c1ccccc1 (stereo not drawn) | -4 | 10 | i | -5 | 16 | -2 | i | -2 | 9
O=C(Cn1ccccc1=O)c1ccc(Cl)cc1 | -3 | 0 | i | -1 | -3 | 2 | i | 2 | -4
c1coc(CNc2nc3nonc3nc2NCc2ccco2)c1 | -6 | -15 | i | -2 | 3 | 0 | i | 3 | -2
O=C(c1ccco1)N1CCN(Cc2cn[nH]c2-c2cccc3ccccc23)CC1 | 0 | 9 | i | -1 | -2 | -2 | i | 1 | 0
COCCCNC(=O)CSc1nc2sc(C(=O)OC)c(C)c2c(=O)n1N | 1 | -4 | i | 2 | -2 | -6 | i | 5 | -1
O=C(NC1CCCCC1)c1n[nH]c2c1CC(c1ccccc1)CC2 (stereo not drawn) | 6 | 14 | i | -6 | -10 | 0 | i | 1 | 5
CCN1CCN(CC(=O)Nc2nc3ccc(C)cc3s2)CC1 | -1 | 11 | i | -11 | -7 | 2 | i | 5 | -11
C/C(CCc1ccccc1)=N\NC(=O)CC(=O)NCCc1ccccc1 | 0 | 6 | i | -3 | -5 | 2 | i | -14 | -6
COc1ccccc1NS(=O)(=O)c1c(C(=O)N2CCCC2)c(C)n(C)c1C | 0 | 2 | i | -6 | -6 | -1 | i | -1 | -3
CC(C)c1ccc(NC(=O)C(c2ccccc2)N2CCN(C(=O)c3ccco3)CC2)cc1 (stereo not drawn) | -16 | 5 | i | 9 | 21 | 3 | i | -6 | -7
Cc1cc2c(sc3c(C)ccc(C)c32)c(C)n1 | 0 | 21 | i | -12 | 8 | 1 | i | 108 | 2
O=[N+]([O-])c1cc(S(=O)(=O)NCCN2CCOCC2)ccc1Sc1nnnn1-c1ccccc1 | -12 | 5 | i | -3 | -1 | -3 | i | -4 | -95
O=C(NCc1cn(-c2ccccc2)nc1-c1ccccc1)c1cccc([N+](=O)[O-])c1 | -3 | 15 | i | -8 | 51* | -3 | i | 6 | 2

2 consecutive entries from above:
SMILES | MT1-MMP act inh | SKN-1 block | Rpn11 block | NadD block | FAS-TE inh | Rin1-Abl PPI inh | Neddyl block | CSN deneddyl inh | MLLE-PAM2 inh
O=C(c1ccccc1)C1CC=CCC1C(=O)c1ccccc1 (stereo not drawn) | -4 | 10 | i | -5 | 16 | -2 | i | -2 | 9
O=C(Cn1ccccc1=O)c1ccc(Cl)cc1 | -3 | 0 | i | -1 | -3 | 2 | i | 2 | -4

Fetched by compound from the entries so far, two records:
SMILES | MT1-MMP act inh | SKN-1 block | Rpn11 block | NadD block | FAS-TE inh | Rin1-Abl PPI inh | Neddyl block | CSN deneddyl inh | MLLE-PAM2 inh
O=C(c1ccccc1)C1CC=CCC1C(=O)c1ccccc1 (stereo not drawn) | -4 | 10 | i | -5 | 16 | -2 | i | -2 | 9
CCN1CCN(CC(=O)Nc2nc3ccc(C)cc3s2)CC1 | -1 | 11 | i | -11 | -7 | 2 | i | 5 | -11
